From PubChem
MLL CXXC-DNA inh: blocks binding of human MLL CXXC domain to DNA; Potency, µM (series often up to 115 µM), for the others: at the top dose activity change, negative = inhibition, actives largely listed as inhibitors; hit rate 0.037% among 290,000; Q03164; MLL-CXXC / FITC-HOXA9 DNA fluorescence polarization; active = well fitted inhibition curve with a large enough effect in the polarisation, with a control signal flat, not every such curve was filed as active; inconclusive = small, poorly fitted or top-dose-only effect, or effect the other way, or a change in a side signal; inactive = no such curve, though single readings can be large or run the other way; the % refers to the polarisation; note: potency is the fitted concentration of half-maximal effect
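Fluorescence polarization: 7 uM MLL-CXXC (stock) preincubated 5 min with compounds, then 50 nM fluorescein-HOX-A9 DNA (stock) added; 30 min ambient. Buffer 50 mM Tris-HCl pH 7.5, 50 mM NaCl, 1 mM DTT, 0.05% BSA.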
B2AR arrestin: beta2AR (human) beta-arrestin recruitment activity; AID 492947; P07550; Potency, µM (series often up to 46.1 µM), for inactives: at the highest dose activation, hits mostly activators; beta-arrestin recruitment to beta2AR, cell-based reporter; hit rate 0.02% among 330,000;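 note: potency is the fitted concentration of half-maximal effect; 0% = DMSO controls and full agonism = EC100 isoproterenol or metaproterenol; nearly all actives have a fitted effect of over 65% in size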
TCR act: activators of T cell receptors; primary human leukocytes, anti-CD3, IL-2 HTRF, 48 h; Potency, µM (doses to about 9.22 µM), inactives show at the top dose activation of IL-2 secretion, actives largely listed as activators; 330,000 tested, under 10 active; note: % of control where 0% means no effect
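Readout: HTRF IL-2, Eu-cryptate/d2 antibody pair, 320nm excitation, 665nm emission. Stimulus: a-CD3 beads, no co-stimulation. Cells: primary human leukocytes. Exposure: 48 hr with compound.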
A-T KAP1 phos: potential ataxia-telangiectasia treatment. […] A-T fibroblasts, KAP-1 phosphorylation AlphaLISA; neocarzinostatin DNA damage 30 min before lysis. Potency, µM (series often up to 57.5 µM), for the others: at the top dose activation, most hits filed as activators. hit rate 0.19% among 320,000. AID 485349; note: potency is the fitted concentration of half-maximal effect; % of control where 0% means no effect; nearly all actives have a fitted effect of over 45% in size
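hTERT-immortalized A-T patient fibroblasts ([…]), 500 cells/well in OPTI-MEM, 1% FBS, got compounds for 60 min, then NCS for 30 min at 37C. Lysates were then assayed for phospho-KAP-1 by AlphaLISA (anti-pKAP1 donor, anti-KAP1 acceptor beads), 6 hr at 25C.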
PTAP TSG101 blk: blocks PTAP/TSG101 interaction to inhibit HIV-1 budding. 340,000 tested, under 10 active. Potency, µM (top dose mostly 115 µM), without a hit: at the highest dose activity change, negative = inhibition, usual class: inhibitors. AID 493005. Q99816. Fluorescence polarization, FITC-PTAP peptide / Tsg101 binding; active = well fitted inhibition curve with a large enough effect in the main read-out, with a control signal flat, not every such curve was filed as active; inconclusive = small, poorly fitted or top-dose-only effect, or effect the other way, or a change in a side signal; inactive = no such curve, though single readings can be large or run the other way; note: potency is the fitted concentration of half-maximal effect; % of control where 0% means no effect
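Tsg101 binding domain (10 uM final) was mixed with compound and a FITC-labeled PTAP peptide (50 nM final) in HEPES pH 7.5 buffer with NaCl, Tween 20, EDTA and TCEP; fluorescence polarization was read after 20 min at r.t.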
TRPV1 ag: agonists of human vanilloid receptor 1 (TRPV1). activation, % at 8.33 µM. hit rate 0.19% among 320,000. AID 540275. Q8NER1. TRPV1-expressing cells, Fluo-8 calcium influx, agonist mode; in the data active = activation above about 80%; inconclusive = between about 30% and that limit; note: 0% is about no effect
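Fluo-8 calcium influx in TRPV1-expressing cells, kinetic read (ex 480/em 520 nm). Compound added and read 3 min for agonist activity, followed by capsaicin at EC20 final and 2 min further read for enhancement.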
p53 reactivation: restores transcriptional activity of mutant p53. H1299 p53-A138V BP100-luciferase reporter, luminescence, 24 h. hit rate 0.063% among 320,000. AID 504706. Potency, µM (series often up to 92.2 µM), for inactives: at the highest dose activity change, positive = activation, most hits filed as activators; note: potency is the fitted concentration of half-maximal effect; % of control where 0% means no effect; nearly all actives have a fitted effect of over 45% in size
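p53-null H1299 cells stably carrying temperature-sensitive p53-A138V and a BP100-luciferase reporter were pinned with compounds (4-point, 1:5 series) and held 24 hrs at 37 deg C. Luminescence was read 10 min after detection reagent.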
a7 integrin act: activates integrin-mediated alleviation for muscular dystrophy; Potency, µM (highest dose often 38.3 µM), inactives show top-dose activation, actives largely listed as activators; hit rate 0.064% among 350,000; alpha7betagal myoblasts, beta-gal FDG fluorescence, 48 h; AID 624291;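 note: potency is the fitted concentration of half-maximal effect; 100% = response of the positive control SU9516; nearly all actives have a fitted effect of over 60% in size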
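Alpha7betagal+/- myoblasts (passage 13) were plated 16-24 hr, then exposed to compounds (1:260 dilution of DMSO stock) for 48 hours at 37C. After MPER lysis, β-galactosidase reporter activity was read as FDG fluorescence (ex 480/em 540) after 30 minutes.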
ELG1 DNA repair: blocks ELG1-dependent DNA repair in HEK293T cells; HEK293T ELG1-luciferase reporter, luminescence, 16 h; DNA damage induced by 5-fluorouridine; Potency, µM (doses to about 46.1 µM), for the others: at the top dose activity change, negative = inhibition, hits mostly inhibitors; hit rate 2.3% among 330,000; AID 504467; note: potency is the fitted concentration of half-maximal effect; % is set by controls: 0 for no effect and ±100 for the full control effect; nearly all actives have a fitted effect of over 55% in size
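HEK293T cells expressing luciferase-tagged ELG1 (2,000/well) received 5-Fluorouridine plus compound or DMSO for 16 hr at 37 °C. Luciferase was read by ONE-Glo luminescence after 30 min at room temperature.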
BRCA1 expr up: increases BRCA1 expression | MCF7-BRCA1-FFLuc reporter, luminescence, 48 h; response scale: scaled: vehicle 0%, 10 µM genistein 100% | Potency, µM (doses to about 46.1 µM), for inactives: at the top dose activation, most hits filed as activators | hit rate 1.1% among 380,000; note: potency is the fitted concentration of half-maximal effect; nearly all actives have a fitted effect of over 80% in size; some results filed as inactive show a strong effect at the top dose
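Luminescence from a BRCA1-driven firefly luciferase in MCF7 cells was the read-out, taken 15 min after substrate addition following 48 h compound exposure at 37 °C. Data were normalized to a 10 microM genistein control and DMSO vehicle.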
* marks the source's active call; other numbers are inactive results; ? = inconclusive; nt = not tested or not shown; [ ] = remark or other dose. Unless noted, calls come from the whole dose curve; as a rule, active = well fitted curve in the direction sought with a large enough effect; inconclusive = small, poorly fitted or top-dose-only effect, or another doubt; inactive = no such curve, though single readings can be large; an effect the other way counts as inactive or inconclusive.

SMILES,MLL CXXC-DNA inh,B2AR arrestin,TCR act,A-T KAP1 phos,PTAP TSG101 blk,TRPV1 ag,p53 reactivation,a7 integrin act,ELG1 DNA repair,BRCA1 expr up
Cc1ccc(S(=O)(=O)NCC(=O)N(CC(=O)NC2CCCCC2)Cc2ccco2)cc1,-1.0%,-0.1%,-3.1%,-0.8%,-3.6%,8.3,?,5.1%,-13.8%,-22.1%
Cc1cc(C(=O)Nc2cccc3c2O[C@@H](CN(C)S(=O)(=O)c2ccccc2)[C@H](C)CN([C@@H](C)CO)C3=O)n(C)n1,nt,?,1.1%,1.0%,nt,nt,1.8%,-5.4%,5.2%,2.6%
CCOC(=O)c1[nH]c2ccccc2c1N=CN(CC)CC,-5.5%,-0.2%,-5.0%,-4.5%,-3.4%,3.5,2.2%,-3.5%,5.7%,-18.0%
COc1ccc(P(=O)(COc2ccc([N+](=O)[O-])cc2)c2ccc(OC)cc2)cc1,3.5%,-0.7%,3.1%[46.1 µM],3.5%,-2.3%,-1.4,-7.9%,11.1%,5.0%,1.3%
CCC(=O)Nc1c(C)nn(-c2ccc(C)c(C)c2)c1C,5.0%,0.0%,6.7%,-17.5%,-0.6%,-0.4,11.4%,16.1%,?,47.4%
CCO[C@@H]1OC(C(=O)NCc2ccccc2)=C[C@H](C2CCCCC2)[C@H]1CCCO,11.6%,-0.5%,-2.9%,-17.0%,4.8%,29.1,8.1%,0.9%,2.6%,-34.1%
CCOC(=O)C1CCN(C(=O)c2ccc(OCC(=O)N3CCOCC3)c(OC)c2)CC1,nt,-1.8%,0.6%,3.7%,-5.4%,0.4,-2.7%,5.7%,-3.0%,0.9%
Cc1ccc(C)c(OCCC(=O)OCC(=O)Nc2cccnc2Cl)c1,nt,nt,7.7%,nt,-0.3%,nt,nt,-23.0%,nt,-10.3%
Cc1ccc(S(=O)(=O)CCC(=O)c2ccc(O)cc2O)cc1,61.2%[activator],-0.4%,-4.2%,-0.8%,0.0%,-3.3,-25.3%,-68.7%[inhibitor],0.8%,-65.0%
Cc1ccc(C(=O)NNC(=O)CSc2nnc(-c3ccncc3)n2-c2ccc(C)cc2)cc1,-1.1%,-4.1%,nt,-9.7%,nt,nt,-2.1%,nt,-24.3%,nt
CC(=O)c1ccc(S(=O)c2ccccc2)cc1 (stereo unspecified),4.9%,-0.4%,5.9%,3.0%,-1.2%,2.2,-10.7%,9.4%,-3.5%,-1.8%
CCOC(=O)c1c(-c2ccc(C)cc2)csc1NC(=O)CCSc1nnc2ccccn12,-4.3%,-0.4%,3.8%[46.1 µM],5.5%,-4.2%,-2.0,-3.6%,-29.9%,?,-37.1%
c1cncc(C2Nc3ccccc3-c3nc4ccccc4n32)c1 (stereo unspecified),-0.4%,0.1%,-2.7%,4.6%,-1.6%,1.2,15.0%,10.8%,?,55.0%
COc1ccc(CCNS(=O)(=O)c2cccc3cccnc23)cc1OC,4.7%,-0.9%,-6.2%,-8.9%,-0.3%,0.9,-2.0%,1.6%,18.3%,26.1%
CC(C)[C@H](NC(=O)c1ccc(Cl)cc1Cl)C(=O)OCc1nc2ccsc2c(=O)[nH]1,nt,nt,13.0%,nt,-1.5%,nt,nt,0.0%,nt,3.8%
CC1(c2ccc3ccccc3c2)NC(=O)N(CC(=O)N2CCN(c3ccccc3O)CC2)C1=O (stereo unspecified),2.6%,-1.1%,1.9%,2.3%,-2.9%,2.5,11.3%,-26.6%,-21.4%,-47.8%
CCNc1nc(NCC)nc(SCCOC(=O)Nc2ccc(Cl)cc2Cl)n1,3.4%,-0.6%,-5.4%,3.3%,-3.1%,-0.8,-2.5%,-4.8%,?,-13.3%
CC(CCc1ccco1)NC(=O)Nc1cccc(F)c1 (stereo unspecified),-18.5%,-1.1%,0.3%,-5.9%,-6.8%,?,5.6%,11.6%,-3.6%,43.0%
Cc1cccc(NC(=O)CCN2CCN(C)CC2)c1,7.1%,0.9%,9.6%,6.3%,0.7%,-3.7,nt,17.7%,3.8%,6.9%
O=C(C1CCN(S(=O)(=O)c2ccccc2F)CC1)N1CCc2ccccc2C1,-2.2%,0.4%,nt,0.8%,-1.3%,?,-2.7%,0.1%,-12.6%,-8.5%
O=C(c1ccc(Cl)cc1)N(c1ccccn1)C1CCCCC1,-2.3%,-0.1%,4.2%,-1.9%,-0.1%,2.9,2.4%,-2.9%,-6.9%,-6.7%
COc1ccc(C2/C(=C(\O)c3ccc4c(c3)OCCO4)C(=O)C(=O)N2CCCN(C)C)cc1 (stereo unspecified),4.3%,-0.4%,1.2%,8.5%,-4.9%,0.4,4.1%,-15.9%,0.6%,5.0%
O=C(COC(=O)c1cc[n+]([O-])cc1)Nc1cccc(F)c1,nt,0.3%,1.0%,15.0%,0.0%,nt,-4.2%,-8.6%,?,2.6%
CCCc1nc2c(c(=O)c3ccccc3n2C)c(=O)n1-c1cc(C)cc(C)c1,-2.1%,0.4%,-6.6%,3.4%,-5.4%,-2.6,9.9%,15.3%,-0.3%,68.7%
Cc1c(C(=O)NCc2cccnc2)oc2ccc(S(=O)(=O)N3CC(C)CC(C)C3)cc12 (stereo unspecified),6.2%,-0.7%,3.2%,-10.5%,-4.1%,16.6,-0.8%,-1.5%,-5.8%,-8.2%
O=C1CC2(CCN(S(=O)(=O)c3ccccc3)CC2)Oc2ccccc21,nt,0.2%,12.7%,6.0%,-4.4%,19.5,-5.2%,4.5%,7.1%,-8.5%
Cc1csc(NC(=O)c2ccco2)c1C(=O)c1ccccc1,4.3%,-0.6%,0.4%,7.6%,-1.1%,8.1,14.9%,-15.5%,-1.4%,7.6%
O=C(CCC(=O)N1CCN(c2cccc(Cl)c2)CC1)N1CCN(c2ccccc2)CC1,-9.7%,2.9%,-2.8%,11.1%,-0.2%,18.3,26.6%,6.2%,?,-10.6%
Cc1cn(CC(=O)NCCN2CCOCC2)c(=O)[nH]c1=O,nt,nt,-0.7%,nt,-4.7%,nt,nt,-14.4%,nt,11.5%
COCCn1c(SCc2cnc(-c3ccccc3)s2)nnc1-c1ccncc1,-2.3%,-0.3%,1.5%,2.7%,-1.7%,2.7,-0.5%,10.6%,?,9.2%
CCS(=O)(=O)c1ccc(O)c(NC(=O)c2cc(-c3ccccn3)nc3ccccc23)c1,nt,2.3%,nt,6.0%,-3.9%,nt,-5.6%,?,?,-23.7%
CCOC(=O)C(C)Sc1nnc(Cn2c(=O)sc3ccccc32)n1-c1ccccc1 (stereo unspecified),-15.0%,0.1%,-5.7%,4.4%,-0.8%,nt,0.1%,?,0.7%,27.1%
CCS(=O)(=O)N1CCC(C(=O)NC2CCCCCCC2)CC1,12.6%,0.1%,6.0%,0.9%,-4.2%,0.4,-5.4%,13.3%,7.9%,13.5%
Cc1ccc(S(=O)(=O)NC2c3cccc4cccc(c34)C2Sc2nc(C)cc(C)n2)cc1 (stereo unspecified),-3.5%,-3.4%,1.2%[46.1 µM],6.8%,-1.2%,10.0,1.7%,0.4%,-22.1%,-72.6%
CN1CCN(c2ccccc2NC(=O)COc2ccc(C3CCCCC3)cc2)CC1,15.6%,0.4%,0.9%,-2.4%,-1.5%,7.6,18.4%,-58.2%[inhibitor],-17.9%,-34.5%
O=C(N/N=C/c1cc(Br)ccc1O)c1cccc(N2CCCC2=O)c1,233.0%[activator],4.7%,1.3%[46.1 µM],2.5%,-1.1%,5.2,?,-17.9%,?,-71.5%
CC1(C(=O)O)C=CCN1C(=O)c1ccccc1 (stereo unspecified),10.8%,0.4%,4.4%,-6.3%,nt,-5.0,0.5%,10.0%,19.9%,0.0%
O=C(Nc1cccc(C(=O)NC2CC2)c1)c1ccc(F)c(S(=O)(=O)N2CCOCC2)c1,nt,-0.1%,nt,7.4%,-1.3%,-2.4,1.0%,2.6%,-9.6%,4.7%
CC(=O)OCC1O[C@@H](O[C@@H]2C[C@H]3C(C)(C)[C@H](OC(C)=O)CC[C@]3(C)[C@H]3CC[C@]45C[C@]4(CC[C@H]5[C@@H](C)C[C@@H](O)[C@H](O)C(C)(C)O)[C@@]32C)[C@H](O)[C@@H](O)[C@@H]1O (stereo partly specified),-5.5%,-0.8%,nt,-1.5%,nt,-2.9,-18.4%,nt,?,nt

Hits appear at their usual frequency (roughly 3.8% active in at least one column).
